Screening results (PubChem BioAssay)
AmpC no deterg: qHTS Inhibitors of AmpC Beta-Lactamase (assay without detergent) | P00811 | AmpC nitrocefin hydrolysis, absorbance 480 nm, 0.0001% Triton | Potency, µM (series often up to 57.1 µM), for inactives: at the highest dose activity change, negative = inhibition, actives largely listed as inhibitors | actives 0.52% (n = 330,000) | AID 485341, 2010;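 further: potency means the concentration at half of the fitted maximal effect; plate controls were no compound for no effect and no enzyme for full effect; nearly all actives have a fitted effect of over 20% in size; some results filed as inactive show a strong effect at the top dose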
Target sequence (P00811 whole entry, looked up): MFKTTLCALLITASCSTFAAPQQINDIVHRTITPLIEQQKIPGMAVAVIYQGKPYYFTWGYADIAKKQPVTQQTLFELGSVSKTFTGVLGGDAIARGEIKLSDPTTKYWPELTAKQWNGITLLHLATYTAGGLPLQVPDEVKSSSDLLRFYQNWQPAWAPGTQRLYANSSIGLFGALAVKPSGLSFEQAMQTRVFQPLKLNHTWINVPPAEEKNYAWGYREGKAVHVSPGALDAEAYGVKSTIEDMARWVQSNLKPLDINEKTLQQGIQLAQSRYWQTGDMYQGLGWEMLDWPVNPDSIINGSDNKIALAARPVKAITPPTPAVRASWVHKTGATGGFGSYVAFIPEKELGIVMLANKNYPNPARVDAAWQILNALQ
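20 mM phosphate pH 7.0 + 0.01% (detergent screen) or 0.0001% Triton X-100; 5.3 nM AmpC reagent; cpd preinc 15 min RT; nitrocefin (800 uM stock) to start; A480 q20 s × 4 min; Activity was normalised to no-enzyme and no-compound control wells.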
HCV inh: qHTS Assay for Inhibitors of Hepatitis C Virus (HCV) | Huh7.5.1 HCVcc-Cre infection, luciferase reporter, 44 h | Potency, µM (top dose mostly 41.8 µM), without a hit: at the highest dose activity change, negative = inhibition, usual class: inhibitors | actives 3.4% (n = 340,000); further: potency means the concentration at half of the fitted maximal effect
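Cells seeded at 1,000/well and cultured 4 h, then compounds added followed by HCVcc-Cre virus (~0.5 moi). After 44 h further culture, luciferase substrate was added, plates held 15 min at room temperature, and luminescence read for 15 sec.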
AmpC inh detg: qHTS Inhibitors of AmpC Beta-Lactamase (assay with detergent); AmpC hydrolysis of nitrocefin, absorbance 480 nm, 0.01% Triton; Potency, µM (titrated, usually from 114 µM), inactives show at the highest dose activity change, negative = inhibition, hits mostly inhibitors; actives 0.041% (n = 370,000); AID 485294, 2010;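 further: potency means the concentration at half of the fitted maximal effect; 0% = no-compound wells and -100% = no-enzyme wells; nearly all actives have a fitted effect of over 25% in size; some results filed as inactive show a strong effect at the top dose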
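AmpC (5.3 nM in the dispensed reagent) in 20 mM phosphate pH 7.0 with 0.01% (detergent screen) or 0.0001% Triton X-100 was preincubated with compounds for 15 min at room temperature. Nitrocefin was then added from an 800 uM solution, and hydrolysis was followed at 480 nm.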
AMA1-RON2 inh: qHTS for Inhibitors of AMA1-RON; Towards Development of Antimalarial Drug Lead: Primary Screen; Plasmodium falciparum AMA1 (3D7) - RON2 peptide interaction; AlphaScreen AMA1-biotinylated RON2 peptide binding; Potency, µM (highest dose often 58.2 µM), without a hit: at the highest dose activity change, negative = inhibition, hits mostly inhibitors; AID 720542, 2013; actives 0.2% (n = 360,000);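 further: potency means the concentration at half of the fitted maximal effect; 0% = vehicle wells and -100% = peptide control; nearly all actives have a fitted effect of over 45% in size; some results filed as inactive show a strong effect at the top dose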
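AMA1 (3D7) with his tag at 25 nM final met compounds first, then biotinylated RON2 peptide at 25 nM; detection used donor plus acceptor beads, 10 µg/mL apiece, read by AlphaScreen after 30 min at room temperature.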
LmPK inhibitor: qHTS Assay for Inhibitors of Leishmania Mexicana Pyruvate Kinase (LmPK); Q27686; purified LmPK, Kinase-Glo ATP luminescence, 1 h; Potency, µM (doses to about 57.5 µM), inactives show top-dose activity change, negative = inhibition, hits mostly inhibitors; actives 0.37% (n = 290,000); AID 1721, 2009; further: potency means the concentration at half of the fitted maximal effect
Target sequence (Q27686 whole entry, looked up): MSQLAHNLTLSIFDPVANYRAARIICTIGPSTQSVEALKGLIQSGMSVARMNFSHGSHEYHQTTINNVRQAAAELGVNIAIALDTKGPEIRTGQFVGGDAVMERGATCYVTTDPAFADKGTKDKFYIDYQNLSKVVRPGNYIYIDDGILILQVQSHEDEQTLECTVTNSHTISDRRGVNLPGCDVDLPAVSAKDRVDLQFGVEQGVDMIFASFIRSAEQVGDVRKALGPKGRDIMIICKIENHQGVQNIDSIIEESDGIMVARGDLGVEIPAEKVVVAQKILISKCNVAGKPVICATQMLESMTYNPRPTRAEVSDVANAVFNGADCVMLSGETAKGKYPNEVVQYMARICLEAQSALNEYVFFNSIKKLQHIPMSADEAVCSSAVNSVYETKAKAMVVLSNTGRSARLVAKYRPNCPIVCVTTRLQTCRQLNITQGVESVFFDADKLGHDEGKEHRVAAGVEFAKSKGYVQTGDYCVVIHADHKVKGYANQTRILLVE
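ATP generated from ADP (0.1 mM) and PEP (0.5 mM) by 0.1 nM LmPK over 1 h at room temperature (pH 7.2 imidazole buffer) was detected by coupled luciferase luminescence. Values were normalized to uninhibited and no-enzyme wells.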
HCMV inh: qHTS Assay for inhibitors of the human cytomegalovirus (HCMV); HFF cells, HCMV-luciferase reporter, 72 h; active compounds read low; activity change, negative = inhibition, % at 57.5 µM; actives 4.5% (n = 410,000); in the data active means activity change below about -60%; inconclusive means no clear call, values can overlap the other calls; inactive means above about -39%
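Compounds were evaluated in HFFs infected with an HCMV luciferase reporter virus (MOI 1 PFU/cell). Luciferase in lysates collected 72 h post infection served as the replication measure.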
Tb PYK inh: qHTS of Trypanosoma Brucei Inhibitors. TbPYK enzyme, Kinase-Glo Plus ATP luminescence, 45 min. actives 0.12% (n = 410,000). Potency, µM (doses to about 76.8 µM), for inactives: at the highest dose activity, negative = inhibition, usual class: inhibitors. AID 624173, 2012. pyruvate kinase (Trypanosoma brucei), Q57TT1; further: potency means the concentration at half of the fitted maximal effect; nearly all actives have a fitted effect of over 50% in size
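Readout: single end-point luminescence (Kinase-Glo Plus, 10 min). Reaction conditions were TbPYK/substrate plus 130 uM ADP, 45 min at RT, pH 7.2 TEA buffer. No-enzyme wells served as controls, and data were normalized before concentration-response fitting.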
Numbers without * were called inactive; ? = inconclusive; . = no result given; [ ] = remark or other dose. Unless noted, the call rests on the fitted dose curve; in most records, active means well fitted curve in the direction sought with a large enough effect; inconclusive means small, poorly fitted or top-dose-only effect, or another doubt; inactive means no such curve, though single readings can be large; an effect the other way counts as inactive or inconclusive. Unless noted, on the % scale 0 is the no-effect control and ±100 the full control effect.

SMILES | AmpC no deterg | HCV inh | AmpC inh detg | AMA1-RON2 inh | LmPK inhibitor | HCMV inh | Tb PYK inh
COC(=O)CCCCC1SCC2NC(=O)NC21O (stereo not drawn) | -13% | 31%[activator] | ? | -17% | 5% | -5 | 1%
COc1ccc(NCc2nnc(SCc3ccccc3)n2-c2ccc(OC)cc2)cc1 | 0% | ? | 0% | ? | -1% | -16 | -3%
CCN(C(=O)c1cccs1)C1CCS(=O)(=O)C1 (stereo not drawn) | -10% | 30%[activator] | -6% | -4% | . | -8 | -4%
COC(=O)c1cc2sc(Cl)cc2n1CC(=O)NCC1CCCO1 (stereo not drawn) | 2% | 9% | -9% | 0% | 5% | -3 | -1%
CCOc1ccccc1N(CC(=O)NC1CCCCC1)C(=O)CNC(=O)c1ccco1 | -8% | -16% | -2% | -13% | 4% | 4 | 3%
NC(Cc1ccccc1)C(=O)N1CCCCC1 (stereo not drawn) | 6% | 1% | -8% | 13% | -2% | -28 | 0%
COCCCN1C(=O)c2[nH]nc(-c3ccccc3O)c2C1c1ccc(OC)cc1 (stereo not drawn) | . | . | -4% | . | . | 35 | 5%
COc1ccc(C(=O)CCC(=O)Nc2ccc(N3CCN(C)CC3)cc2)cc1OC | -51% | -19% | -2% | -1% | . | -10 | 0%
CC(=O)N1c2ccccc2C(=O)C1N1CCN(c2cccc(Cl)c2)CC1 (stereo not drawn) | . | . | 5% | . | . | 0 | -3%[15.4 µM]
Cc1cccc(NC(=O)c2ccccc2-c2ccccc2)c1 | -27% | -6% | -2% | -15% | 2% | -104* | 4%
Cn1c(CNC(=O)CSc2n[nH]c(-c3ccccc3)n2)nc2ccccc21 | . | . | -6% | . | . | -8 | 2%
Cc1oc(-c2ccccc2Cl)nc1CS(=O)(=O)CC(=O)NC1CCCC1 | 27% | -26% | 2% | 0% | 0% | -8 | -5%
COc1cccc(NC(=O)CN(C)C(=O)c2c(-c3c(F)cccc3Cl)noc2C)c1 | -16% | ? | 3% | -9% | . | -7 | 3%
O=C(NCCCN1CCOCC1)C1CCN(S(=O)(=O)c2cccc(C(F)(F)F)c2)CC1 | 136%[activator] | 3% | -4% | -2% | . | 14 | -6%
COc1ccccc1/C=N/OCc1cc(C(C)=O)ccc1OC | 41% | ? | -7% | 8% | 1% | 15 | -8%
Cc1nn(Cc2cccc(C(=O)NC3CCCCC3)c2)c(C)c1Cl | 14% | ? | ? | 2% | 0% | -20 | -3%
CC1CCN(S(=O)(=O)c2ccc3c(c2)c(=O)c(C(=O)NCc2cccs2)cn3C)CC1 | -5% | -17% | -18% | 17% | -1% | -29 | 0%
Cc1ccccc1Cn1c(C)c(C(=O)NCc2ccc(Cl)c(Cl)c2)sc1=O | . | . | . | -6% | . | -26 | -5%
CC(NC(=O)c1cccc(NC(=O)c2nsc3ccccc23)c1)c1ccccc1 (stereo not drawn) | . | . | -3% | . | . | 16 | 0%
Cc1c(NC(=O)c2cc3ccccc3o2)cccc1-n1cnnn1 | . | . | . | 9% | . | 10 | -12%

Next section; it opens with the 2 that closed the last part.
SMILES | AmpC no deterg | HCV inh | AmpC inh detg | AMA1-RON2 inh | LmPK inhibitor | HCMV inh | Tb PYK inh
CC(NC(=O)c1cccc(NC(=O)c2nsc3ccccc23)c1)c1ccccc1 (stereo not drawn) | . | . | -3% | . | . | 16 | 0%
Cc1c(NC(=O)c2cc3ccccc3o2)cccc1-n1cnnn1 | . | . | . | 9% | . | 10 | -12%
Cc1cc(C)c(C)c(S(=O)(=O)N[C@@H](C)C(=O)OCc2cc(=O)n3cc(Br)ccc3n2)c1C | 41% | 16% | 1% | -3% | 1% | 5 | -6%
Cc1nnsc1C(=O)NNC(=O)Nc1ccccc1 | -43% | -3% | -12% | 65%[activator] | 2% | -30 | -5%
O=C(C[C@H]1C[C@H](C(=O)N2CCOCC2)[C@@]2(CCC3CCCC3)c3[nH]c4ccc(Cl)cc4c3CCN2C1=O)NCCc1ccccn1 | -2% | 2% | . | 90%[activator] | . | -25 | 3%
COc1cccc(CNC(=O)CSCc2cnn(-c3ccccc3)c2-n2cccc2)c1OC | 65%[activator] | ? | -13% | ? | 14% | -17 | -7%
CC1=C(C(=O)N(C(C)C)C(C)C)CC(CC(=O)NC2CCCCC2)C(=O)N1Cc1ccccc1 (stereo not drawn) | . | . | . | 2% | . | -8 | -3%
CNc1cccc(-c2c(OC)cccc2OC)n1 | . | . | . | 1% | . | -11 | -4%
N#Cc1ccc(OCC(=O)Nc2cccc(S(=O)(=O)NC3=NCCCCC3)c2)cc1 | -34% | 14% | -17% | 28% | . | -7 | -1%
COc1ccc(C(=O)N2CCCN(C)CC2)cc1S(=O)(=O)N(C)Cc1ccccc1 | 26% | 1% | 0% | -2% | . | -9 | 0%
Cc1ccccc1CNC(=O)c1ccc(CN2CC(=O)N3CCCCC3C2=O)cc1 (stereo not drawn) | . | . | -1% | . | . | 3 | -4%
COc1ccc(C2/C(=C(/O)c3ccc4c(c3)CC(C)O4)C(=O)C(=O)N2CCCN2CCOCC2)cc1 (stereo not drawn) | 41% | 7% | -1% | 0% | -1% | -6 | 1%
O=C(CS(=O)(=O)Cc1ccccc1)Nc1nc2c(s1)CCCC2 | -15% | -5% | 2% | 0% | -7% | -35 | 5%
COc1ccc(CN2C[C@@H](CO)O[C@@H](n3cnc4c(N5CCOCC5)ncnc43)C2)cc1 | . | . | . | -2% | . | -3 | -1%
CN1C2c3ccccc3C3C4c5ccccc5C(C31)C(C2[N+](=O)[O-])N4C (stereo not drawn) | -5% | 13% | 7% | -5% | -1% | -26 | -1%
NS(=O)(=O)c1cc(C(=O)OCC(=O)NC2CCCCCCC2)ccc1Cl | -23% | 5% | ? | 20% | . | 8 | -5%
CC(=O)n1cc([C@@H]2C=C(C(=O)N3CCN(Cc4ccc5c(c4)OCO5)CC3)O[C@H](OCc3ccc(CO)cc3)C2)c2ccccc21 | 147%[activator] | ? | 4% | -20% | 7% | -15 | 1%
Cc1ccc(-c2nc3ccccc3n2C)o1 | -16% | -50% | ? | -5% | 14µM* | 59 | ?
CN(C)C(=O)O/N=C(\N)COc1ccc(C(C)(C)C)cc1 | -4% | ? | 2% | 11% | -3% | -100* | 4%
C=CC(C)(C)c1c(O)c(CC=C(C)C)c(O)c2c(=O)c3ccc(O)c(O)c3oc12 | . | 11µM* | . | 67%[activator] | . | . | -11%
NC(=O)c1nsnc1-c1ccccc1O | 5% | 39%[activator] | 0% | -10% | 0% | . | 1%
CCN1C(=O)C(=O)N(CC(=O)Nc2ccccc2OC(F)F)C1=O | -11% | 4% | -2% | -9% | . | 6 | 0%
COC(=O)c1c(NC(=O)Cc2ccccc2)sc(C)c1C | -23% | ? | -9% | 12% | -1% | -12 | 3%
Cc1nc(SCC(=O)NCCN2C(=O)CSC2=O)nc(C)c1C | 0% | 25% | . | 1% | . | -7 | -1%
CCCCCCP(=O)(O)c1ccccc1 | -17% | -9% | ? | -8% | 0% | -3 | -3%
COc1ccc(C(=O)c2ccccc2)c(OCC(=O)N(C)C)c1 | -5% | 4% | -1% | -15% | -5% | -28 | -5%
CCN(CC)S(=O)(=O)c1cccc(NC(=O)COC(=O)CCc2nc3ccccc3s2)c1 | 9% | -2% | -18% | -2% | 0% | 3 | 0%
CC(C)OC(=O)c1cccnc1SCc1cc(=O)n2ccccc2n1 | 22% | -12% | 3% | 1% | -3% | 113 | 1%
CCOC(=O)[C@]12CCC=C1N(Cc1cccc3ccccc13)C(=O)[C@H](CC(=O)NCc1ccc(OC)c(OC)c1)C2 | . | . | . | -13% | . | -65* | -2%
Cc1ccccc1OCCC(=O)OCC(=O)NC(=O)c1ccccc1 | -30% | 11% | -5% | -8% | . | -14 | -3%
NC(=O)C1CCN(C(=O)C(=O)c2cn(CC(=O)N3CCCCCC3)c3ccccc23)CC1 | 56% | 9% | 2% | 6% | -5% | 11 | 0%
c1ccc(CN2CCOCCOCCOCCOCCOCCOCC2)cc1 | 11% | 12% | 3% | 1% | 0% | -37 | -8%

Look-ups from the entries so far:
For AmpC no deterg, `Cc1oc(-c2ccccc2Cl)nc1CS(=O)(=O)CC(=O)NC1CCCC1` shows 27%
For AMA1-RON2 inh, `CCOc1ccccc1N(CC(=O)NC1CCCCC1)C(=O)CNC(=O)c1ccco1` shows -13%
For HCV inh, `N#Cc1ccc(OCC(=O)Nc2cccc(S(=O)(=O)NC3=NCCCCC3)c2)cc1` shows 14%
For AmpC no deterg, `CCCCCCP(=O)(O)c1ccccc1` shows -17%

Later entries.
SMILES | AmpC no deterg | HCV inh | AmpC inh detg | AMA1-RON2 inh | LmPK inhibitor | HCMV inh | Tb PYK inh
Cc1ccc(CSCCC(=O)N2CCN(c3cc(C)ccc3C)CC2)cc1 | . | . | 9% | . | . | -10 | -8%
Cc1cc(C)c(C(=O)COc2cccnc2[N+](=O)[O-])cc1C | -14% | 20% | 2% | -10% | 11% | -33 | -21%
Cc1cc(Cl)ccc1OCCCC(=O)NCCN1C(=O)S/C(=C\c2cccnc2)C1=O | 119%[activator] | ? | 6% | 7%[2.32 µM] | 3% | 40 | -5%
O=C(c1cccc([N+](=O)[O-])c1)N1CCN(C(=O)c2ccco2)CC1 | -3%[2.29 µM] | 15% | -5% | -6% | 5% | 4 | -3%
Cc1ccc(C)c(S(=O)(=O)n2nc(C)c(S(=O)(=O)N3CCC(C)CC3)c2C)c1 | . | . | 15% | . | . | -4 | 3%
Cc1ccccc1C(=O)N1CCN(C(c2ccccc2)c2ccccc2)CC1 | 48% | ? | 7% | -11% | 0% | 38 | 1%
CCOC(=O)N1CCN(CCc2ccccc2)CC1 | -4% | 8% | ? | -3% | -6% | ? | -4%
Cc1ccc(NC(=O)c2ccco2)c(NC(=O)C2CCCO2)c1 (stereo not drawn) | -2%[2.29 µM] | 1% | ? | -5% | 3% | -28 | -6%
CC1=C(C(=O)OC(C)C)C(c2ccccc2Cl)CC(=O)N1 (stereo not drawn) | 3% | ? | ? | 14% | 2% | -6 | -2%
O=C(CSc1ccccc1)Nc1cccc(S(=O)(=O)N2CCCCC2)c1 | -27% | ? | ? | -8% | . | -5 | 0%
COc1ccc(OC)c(S(=O)(=O)N2Cc3ccccc3CC2C(=O)O)c1 (stereo not drawn) | 6% | 14% | ? | 13% | 8% | -12 | 2%
Cc1cc(NC(=O)C2CCN(S(=O)(=O)c3cnc[nH]3)CC2)ccc1Br | -5% | -4% | 2% | 13% | 1% | -18 | 2%
